# Source: PubChem BioAssay
# DDE Tn7 FP inh: DD(E)-Tn7 binding inhibition, primary FP screen; FP displacement of FITC-Tn7 peptide from fibrin DD(E); 0% = median of compound wells per plate; 0.13% of 370,000 active; inhibition, % at 8.3 µM;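 active = inhibition above the mean of compounds falling within the control limits plus 3 SD of them, cut at about 14% in these data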;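 note: 0% = plate median of compound wells and 100% = 10 µM Aha-Tn7 peptide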
# Target sequence (P02675 whole entry, looked up): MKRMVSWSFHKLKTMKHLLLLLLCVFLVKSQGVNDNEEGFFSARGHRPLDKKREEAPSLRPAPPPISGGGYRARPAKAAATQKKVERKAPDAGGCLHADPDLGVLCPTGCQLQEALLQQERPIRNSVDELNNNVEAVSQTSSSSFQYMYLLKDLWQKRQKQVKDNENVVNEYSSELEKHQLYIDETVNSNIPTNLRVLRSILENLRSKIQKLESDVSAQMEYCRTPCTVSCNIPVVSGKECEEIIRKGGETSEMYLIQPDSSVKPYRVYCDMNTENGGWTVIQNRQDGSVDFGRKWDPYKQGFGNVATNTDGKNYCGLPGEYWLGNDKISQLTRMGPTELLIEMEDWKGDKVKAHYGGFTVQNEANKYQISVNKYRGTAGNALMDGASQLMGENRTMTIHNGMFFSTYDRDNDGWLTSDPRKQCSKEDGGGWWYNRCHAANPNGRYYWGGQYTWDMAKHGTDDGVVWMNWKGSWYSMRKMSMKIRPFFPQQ
#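 Assay system: human fibrin DD(E). Input: DD(E) 2 µM final. Medium: Tris buffer with calcium and detergent, pH 7.8. Compound dosing: single point at 8.3 µM. Timing: 10 min plus 3 h, room temperature. Technique: fluorescence polarization of the labelled Tn7 tracer. Read-out: percent inhibition. Replicates: singlicate testing.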
# PLC-beta3 inh: inhibitors of human phospholipase C beta3 | 0.18% of 370,000 active | inhibition, % at 12.2 µM | Purified PLC-beta3, fluorogenic substrate, fluorescence | Q01970; in the data active = inhibition above about 11%;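 note: 0% = median of compound wells on plate and 100% = full blocker control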
# ARFGAP1 inhibitor: inhibitors of rat ARFGAP1. Q62848. inhibition, % at 16.5 µM. AID 651572. 0.26% of 360,000 active. Arfgap1-stimulated ARF1 GTP hydrolysis, GDP FP detection;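 active = inhibition above a per-plate limit, mean inhibition of low control wells plus 3 SD, cut at about 25% in these data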;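 note: 0% = DMSO wells with enzyme and 100% = wells lacking Arfgap1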
#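 Material – truncated rat Arfgap1 GAP domain · Buffer or medium – HEPES-based buffer, pH 7.5 · Reagent – human ARF1(Δ1-17)-GTP substrate · Dosing – 16.5 µM single point, 1.26% DMSO · Schedule – GTP hydrolysis reaction 2 h at 25 °C · Technique – GDP detection by fluorescence polarization · Benchmarks – No-Arfgap1 wells (100%) versus DMSO full-reaction wells (0%) · Repeats – single replicate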
# DDE Tn6 FP inh: inhibitors of Tn6 peptide binding to human fibrin DD(E) | Fibrin DD(E) TRITC-Tn6 fluorescence polarization displacement | inhibition, % at 8.3 µM | 0.21% of 370,000 active | AID 720509;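 active = inhibition above a per-campaign cutoff: mean of compounds within control limits plus 3 SD, cut at about 15% in these data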;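 note: 0% = median of all compound wells on the plate and 100% = blocking peptide control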
# NR1D1 modulator: modulators of human Rev-erb alpha DNA binding | AID 1259318 | 0.79% of 370,000 active | activity, % at 10 µM | P20393 | Rev-erbα–FITC-DNA binding, fluorescence polarization, 90 min;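 active = activity above about 14%, limit read from the data; passing the limit was not always enough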;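 note: 0% = DMSO wells with 35 nM protein and 100% = DMSO wells with 750 nM protein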
# Target sequence (P20393 whole entry, looked up): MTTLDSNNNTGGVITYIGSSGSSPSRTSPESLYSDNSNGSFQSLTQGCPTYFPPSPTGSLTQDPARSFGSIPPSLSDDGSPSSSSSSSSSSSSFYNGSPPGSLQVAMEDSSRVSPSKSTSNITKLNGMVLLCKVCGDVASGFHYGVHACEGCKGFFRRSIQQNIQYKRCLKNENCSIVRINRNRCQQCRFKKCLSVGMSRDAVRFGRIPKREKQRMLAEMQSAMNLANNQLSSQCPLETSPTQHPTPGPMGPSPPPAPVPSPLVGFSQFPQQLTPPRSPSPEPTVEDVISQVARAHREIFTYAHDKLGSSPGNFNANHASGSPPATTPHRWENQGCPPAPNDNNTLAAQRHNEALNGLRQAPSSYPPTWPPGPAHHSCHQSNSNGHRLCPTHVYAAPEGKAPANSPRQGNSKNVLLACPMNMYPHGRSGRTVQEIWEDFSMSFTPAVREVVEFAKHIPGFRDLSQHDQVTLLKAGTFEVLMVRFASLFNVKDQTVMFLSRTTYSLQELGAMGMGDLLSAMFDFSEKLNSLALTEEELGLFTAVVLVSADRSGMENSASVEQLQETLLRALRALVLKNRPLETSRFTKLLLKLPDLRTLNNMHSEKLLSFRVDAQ
# sPLA2-III inh: Inhibits HGIII-sPLA2 liposome hydrolysis, primary screen | Q9NZ20 | QFRET BODIPY PC-A2 liposome hydrolysis, fluorescence | inhibition, % at 12.2 µM | 0.56% of 370,000 active | AID 743126;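 active = inhibition above mean plus 3 SD of compounds lying within the high and low control bounds, cut at about 19% in these data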;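 note: 0% = median of test compound wells and 100% = no enzyme DMSO wells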
# UHRF1 binding: human UHRF1 methylated DNA binding inhibitors; inhibition, % at 4.4 µM; 0.75% of 370,000 active; UHRF1 binding to methylated oligo, TR-FRET; AID 687016; Q96T88; in the data active = inhibition above about 21%;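 note: UHRF1 SRA domain binding a hemimethylated CpG hairpin DNA probe; 0% = median of test compound wells and 100% = reference inhibitor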
# ASAP1 GAP inh: blocks human ASAP1-stimulated Arf1 GTP hydrolysis; Q9ULH1; GDP FP detection; inhibition, % at 16.5 µM; 0.19% of 360,000 active; in the data active = inhibition above about 25%;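 note: 0% = vehicle with enzyme and substrate and 100% = no enzyme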
# proKLK7 act: activates the human kallikrein-7 zymogen | purified proKLK7, EDANS-DABCYL substrate fluorescence; 100% is mature enzyme control, 0% vehicle | 0.9% of 370,000 active | activation, % at 7 µM | P49862 | AID 652039;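 active = activation above the mean of all tested compounds plus 3 SD, computed per campaign excluding outliers beyond control limits, cut at about 13% in these data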
# PLC-gamma1 inh: PLC-gamma1 (human) inhibition, primary screen; 0.84% of 370,000 active; AID 720700; purified PLC-gamma1, fluorogenic substrate, fluorescence; inhibition, % at 12.2 µM; in the data active = inhibition above about 9.5%
# * = called active by the depositor; i = inactive; + = active, no number.
SMILES	DDE Tn7 FP inh	PLC-beta3 inh	ARFGAP1 inhibitor	DDE Tn6 FP inh	NR1D1 modulator	sPLA2-III inh	UHRF1 binding	ASAP1 GAP inh	proKLK7 act	PLC-gamma1 inh
CCc1ccc(N2CC(C(=O)NCCC3=CCCCC3)CC2=O)cc1 (configuration not stated)	3	-11	3	0	-3	3	2	3	0.1	-2
CS(=O)(=O)N1CCC(C(=O)Nc2ccc(F)cc2F)CC1	6	-1	-11	6	1	-1	-2	9	0.5	-1
O=C(c1cc(-c2cccc(O)c2)on1)N1CCN(C(c2ccccc2)c2ccccc2)CC1	7	3	1	10	-3	-2	0	-2	-0.8	4
COCCN(CC1CCCN(C2Cc3ccccc3C2)C1)C(=O)c1cccs1 (configuration not stated)	-7	-8	4	-1	-3	2	0	6	-0.2	2
CCOc1c(OC)cccc1C(=O)NCC1(c2ccccc2)CCCC1	2	-4	-4	1	-3	-2	4	5	-0.2	1
CO/N=C/C(=N\Nc1ccc(C)cc1)C(=O)c1ccc(OC)cc1	1	3	-2	6	7	9	-1	-2	-1.1	0
CC1(C)CC(=O)c2ccc(O)cc2O1	5	2	3	2	-4	2	2	-5	0.1	-1
COc1ccc([C@@H]2CC=C(C(=O)O)[C@H](c3ccc(F)cc3)N2S(=O)(=O)c2ccc(Cl)cc2)cc1	2	-4	-11	-5	1	-18	-1	-6	0.6	2
Cc1[nH]nc(Sc2ccccn2)c1[N+](=O)[O-]	-3	-5	-4	3	1	3	-3	1	-0.4	-3
CN(CC(=O)NC1CCCCCC1)S(=O)(=O)c1ccc(F)cc1	0	-3	0	-1	-5	-2	1	-2	0.1	3
O=C(c1ccc([N+](=O)[O-])s1)N1CCc2ccccc21	-6	6	5	4	-5	-2	2	-9	-1.2	6
O=S(=O)(Nc1cccc(-c2ccc3nncn3n2)c1)c1ccccc1F	-3	-1	-11	6	2	6	-1	-14	-0.2	3
Cc1ccc(Nc2nnc(SCC(=O)Nc3cc(C(=O)O)ccc3C)s2)c(C)c1	-12	-11	-7	0	0	-9	2	8	-0.4	3
COC(=O)c1ccc2[nH]c(C)cc(=O)c2c1	-10	-106	-1	0	2	-3	3	-3	-0.8	-101
O=C(C1CCCCC1)N1CCCc2ccccc21	6	1	5	3	0	2	0	7	0.1	3
Cc1cccc(-c2nc(C#N)c(NCc3ccco3)o2)c1	1	-208	0	-2	2	-7	-1	5	1.4	-148
CCCn1c(SCC(=O)NNC(=O)c2ccccc2)nnc1-c1cccnc1	-5	-5	4	4	0	1	0	9	-0.1	1
CC(C)(C)n1nnnc1C1c2ccccc2C(=O)N1CCc1c[nH]c2ccccc12 (configuration not stated)	-3	4	2	2	2	-78	0	-12	-0.2	6
CN(C(=O)CSc1nnc(C(F)(F)F)n1N)C1CCS(=O)(=O)C1 (configuration not stated)	-2	-7	-5	5	-2	11	1	-4	0.5	2
Cc1ccc(NS(=O)(=O)c2cc(C(=O)NCc3ccccn3)ccc2Cl)cc1C	5	-3	7	6	4	-5	1	9	0.1	0
O=C(CN1CCN(c2ccccc2)CC1)Nc1ccccc1Cl	6	3	3	2	2	2	2	-5	0.6	1
O=C(NCc1ccncc1)c1cc(C(=O)C2CCCCC2)c[nH]1	1	-2	4	9	3	-1	1	-4	0.0	3
COc1ccc(/C=C/C(=O)OCC(=O)N2CCN(S(=O)(=O)c3ccc(C)cc3C)CC2)cc1OC	0	-4	3	2	3	1	-1	-4	-0.8	-5
C=CCn1c(SCC(=O)Nc2ccc(N3CCOCC3)cc2)nc2ccccc2c1=O	-3	-7	1	4	-2	1	-2	0	-0.6	-2
COc1ccccc1N1CCN(C2CC(=O)N(c3cccc(Br)c3)C2=O)CC1 (configuration not stated)	6	-5	9	9	1	1	-2	5	0.3	-2

# (further entries)
SMILES	DDE Tn7 FP inh	PLC-beta3 inh	ARFGAP1 inhibitor	DDE Tn6 FP inh	NR1D1 modulator	sPLA2-III inh	UHRF1 binding	ASAP1 GAP inh	proKLK7 act	PLC-gamma1 inh
Cc1cc(C)c(C)c(S(=O)(=O)N2CCNC(=O)C2)c1C	2	-9	-8	5	-4	12	1	-4	-0.5	0
Cc1c(CN2CCC(n3nccc3NC(=O)CCc3ccccc3)CC2)cnn1C	1	-4	-6	0	1	9	3	-13	0.2	-3
N#CC1(NC(=O)COc2ccc3ccc(=O)oc3c2)CCCCC1	1	-7	7	4	-3	-4	3	7	-0.4	-1
Cn1c(=O)c(=O)n(C)c2cc(S(=O)(=O)N3CCN(c4ccc(F)cc4)CC3)ccc21	-4	4	-2	0	-10	0	-3	6	0.1	4
Cc1onc(-c2c(F)cccc2Cl)c1C(=O)OCN1C(=O)c2ccccc2C1=O	0	0	4	1	5	-1	4	8	-0.1	3
C[C@H]1CN=C(N(C)C)N1CC1CCCC1	7	2	5	5	-4	3	-1	-1	0.2	0
CCCCOCCCNC(=O)C[C@@H]1C[C@@]2(C(=O)OCC)CCCC=C2N(Cc2ccc3c(c2)OCO3)C1=O	-5	-5	18	-10	4	-3	0	-3	-0.6	4
CN1OC[C@@H]2CN(C(=O)Cc3ccccc3)[C@H](c3ccccc3Br)C[C@@H]21	2	-3	3	-12	-4	12	5	7	0.1	8
CC1CCCCN1C(=O)CSc1nc2ccccc2[nH]1 (configuration not stated)	3	5	-1	0	-1	0	-1	-1	0.1	0
Cc1ccc(-c2nnn(CC(=O)Nc3ccc4nn(-c5ccccc5)nc4c3)n2)o1	5	-17	7	-6	0	-8	-1	15	0.9	-12
COc1cc(S(=O)(=O)NCc2ccncc2)c(OC)cc1Br	1	1	-6	0	-1	0	2	11	-0.2	9
Cc1nnc(SCC(=O)NC2CCCCCC2)n1C	-1	-5	9	-9	5	0	1	-17	-0.1	0
CCOc1ccc(CCNC(=O)COC(=O)c2sccc2C)cc1OCC	2	-9	-17	-1	-1	1	5	0	-0.1	-1
Nc1nc2c(s1)CC(c1ccccc1)CC2 (configuration not stated)	-4	-11	-12	5	-1	10	-1	-8	-0.1	-13
Cc1ccc(OCC(=O)Nc2ccc(N3CCN(C(=O)c4ccc(C)cc4)CC3)cc2)cc1	1	-7	-13	3	2	1	0	-19	0.2	0
Cc1c(CNC(=O)c2c([N+](=O)[O-])cnn2C)cnn1C	5	-3	-6	5	0	5	-1	1	0.0	0
CCCS(=O)(=O)N1CCCC(c2nc(-c3ccc(OC)cc3)no2)C1 (configuration not stated)	1	2	11	-7	3	-4	-1	1	0.0	4
CN(C)S(=O)(=O)c1ccc(N2CCCC2)c(C(=O)N2CCN(S(=O)(=O)c3cccc(F)c3)CC2)c1	3	-10	-4	0	-5	-1	1	10	0.5	-2
Cn1c(=O)n(C)c2cc(/C=C3/SC(=O)N(CC(=O)N4CCOCC4)C3=O)ccc21	4	-58	1	-2	-2	9	-4	21	0.2	-58
CC1CCN(C(=O)COc2ccc(S(=O)(=O)N3CCCC3)cc2)CC1	6	-7	2	10	-2	1	1	-3	-0.5	-2
S=c1[nH]nc(Cc2ccc(Cl)cc2)o1	6	-4	7	1	2	22*	5	13	-0.5	2
CCOC(=O)c1sc2nc(CC(=O)OC)nc(N3CCN(c4ccccn4)CC3)c2c1C	4	-50	1	-2	9	-31	-1	5	-2.0	-51
Cc1cc(NC(=O)CSc2nnc(-c3ccco3)n2N)no1	-7	-5	3	0	-1	1	-4	5	0.0	1
Cc1c(C)c2ccc(OCC(=O)N(C)C)c(C)c2oc1=O	-4	-60	4	-4	-2	2	-2	6	0.3	-50
CCOc1ccc(S(=O)(=O)N2CCC(C(=O)N3CCc4ccccc4C3)CC2)cc1	2	-10	-10	0	-2	-15	-1	-3	0.2	-2

# Next part
SMILES	DDE Tn7 FP inh	PLC-beta3 inh	ARFGAP1 inhibitor	DDE Tn6 FP inh	NR1D1 modulator	sPLA2-III inh	UHRF1 binding	ASAP1 GAP inh	proKLK7 act	PLC-gamma1 inh
CC(C)[C@H](NC(=O)[C@@H]1Cc2ccccc2CN1)C(=O)Nc1ccc2c(c1)OCO2	-7	-5	4	1	1	10	-3	0	-0.3	1
COc1ccc(C)cc1S(=O)(=O)N1CCN(c2ccccc2)CC1	3	-3	6	16*	-2	-6	0	-5	-0.5	-1
COCc1c(C(=O)N2CCN(c3ncccn3)CC2)oc2ccccc12	-5	-7	-13	-5	0	-1	-3	-4	0.3	-3
Fc1ccccc1COc1cccc(/C=N/n2cnnc2)c1	0	-4	-1	-8	-3	-1	-1	-8	0.6	-1
C#Cc1ccc2c(c1)COc1c3ccccc3nn1-2	0	0	1	-4	1	3	-15	-2	0.2	3
Cc1cc(C)n2c(SCc3ccc(C#N)cc3)nnc2n1	-5	-1	5	5	-6	-3	-2	0	0.2	2
COC(=O)NNC(=S)Nc1ccc(Br)cc1	1	-6	12	4	1	9	-1	-11	0.0	2
CC(=O)Nc1ccc(C(=O)OCC(=O)c2ccc(C)c([N+](=O)[O-])c2)cc1	5	-1	-10	6	-5	-34	2	-3	-0.7	-1
Cn1c(=O)c(NCCc2ccccc2)c2c3c(cccc31)C(=O)c1ccccc1-2	-1	i	3	+	97*	-369	-45	-9	-19	i
CCN(C(=O)CN1CCCCC1)c1c(N)n(Cc2ccccc2)c(=O)[nH]c1=O	0	-4	-7	-2	-7	-6	4	4	-0.8	-2
Cc1cc(-c2nnc(CCC(=O)NCCc3ccccc3F)o2)no1	-4	-5	-1	-4	4	-4	3	4	-0.1	1
CCOC(=O)N1CCN(C(=O)c2oc3ccc(S(=O)(=O)N4CC(C)CC(C)C4)cc3c2C)CC1 (configuration not stated)	-3	1	2	6	-1	-4	0	-4	-0.5	-3
[O-]C1=N/[N+](=C/c2ccc(Cl)c(Cl)c2)CC1	-1	2	5	-3	3	2	-4	-2	0.3	2
COC(=O)c1ccc2c(=O)n(Cc3ccc(C(=O)NC(C)C)cc3)c(=S)[nH]c2c1	-3	-8	-10	5	3	10	-1	-17	0.0	-4
CC(C)(C)c1ccc(CSc2nnc(-c3ccccc3NC(=O)c3ccccc3)o2)cc1	-3	1	5	-1	2	-4	2	0	-0.3	-1
Cc1nn(-c2ccccc2)c(C)c1NC(=O)COC(=O)c1cc(Br)ccc1O	0	-8	2	0	31*	-13	1	7	3.9	-9
CC(NC(=O)c1ccccc1)C(=O)NC1=NCCS1 (configuration not stated)	-4	7	-11	5	1	3	2	6	-0.8	3
CC(CCc1ccccc1)NCc1ccc(Cl)cc1Cl (configuration not stated)	-2	1	14	-1	0	17	5	2	-0.1	7

# Profiles, quoted from the list. Screens in order: DDE Tn7 FP inh, PLC-beta3 inh, ARFGAP1 inhibitor, DDE Tn6 FP inh, NR1D1 modulator, sPLA2-III inh, UHRF1 binding, ASAP1 GAP inh, proKLK7 act, PLC-gamma1 inh
# `CCOC(=O)N1CCN(C(=O)c2oc3ccc(S(=O)(=O)N4CC(C)CC(C)C4)cc3c2C)CC1` (configuration not stated) in the list: -3, 1, 2, 6, -1, -4, 0, -4, -0.5, -3
# `Cc1c(CN2CCC(n3nccc3NC(=O)CCc3ccccc3)CC2)cnn1C` in the list: 1, -4, -6, 0, 1, 9, 3, -13, 0.2, -3

# An unsorted share of the library; overall some 4.5% were active at least once.
